Assay outcomes deposited in PubChem BioAssay by National Center for Advancing Translational Sciences (NCATS).
AmpC no deterg – qHTS Inhibitors of AmpC Beta-Lactamase (assay without detergent). P00811. AmpC nitrocefin hydrolysis, absorbance 480 nm, 0.0001% Triton. Potency, µM (highest dose often 57.1 µM), for the others: at the highest dose activity change, negative = inhibition, most hits filed as inhibitors. actives 0.52% (n = 330,000). AID 485341, 2010;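 further: potency means the concentration at half of the fitted maximal effect; plate controls were no compound for no effect and no enzyme for full effect; nearly all actives have a fitted effect of over 20% in size; some results filed as inactive show a strong effect at the top dose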
Target sequence (P00811 whole entry, looked up): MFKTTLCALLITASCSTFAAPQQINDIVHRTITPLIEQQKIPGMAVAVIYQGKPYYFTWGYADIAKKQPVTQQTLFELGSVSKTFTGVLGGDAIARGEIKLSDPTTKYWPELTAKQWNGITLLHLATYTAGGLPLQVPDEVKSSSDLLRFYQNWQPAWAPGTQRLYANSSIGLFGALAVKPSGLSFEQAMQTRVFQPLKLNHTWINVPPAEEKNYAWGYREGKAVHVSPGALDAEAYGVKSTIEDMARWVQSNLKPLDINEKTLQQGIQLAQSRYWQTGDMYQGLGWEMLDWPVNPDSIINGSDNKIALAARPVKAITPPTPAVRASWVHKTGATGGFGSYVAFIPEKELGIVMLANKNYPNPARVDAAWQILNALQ
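AmpC (5.3 nM in the dispensed reagent) in 20 mM phosphate pH 7.0 with 0.01% (detergent screen) or 0.0001% Triton X-100 was preincubated with compounds for 15 min at room temperature. Nitrocefin was then added from an 800 uM solution, and hydrolysis was followed at 480 nm.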
AMA1 RON2 block – qHTS for Inhibitors of AMA1-RON; Towards Development of Antimalarial Drug Lead: Primary Screen; Plasmodium falciparum AMA1 (3D7) - RON2 peptide interaction; AlphaScreen AMA1-biotinylated RON2 peptide binding; Potency, µM (doses to about 58.2 µM), without a hit: top-dose activity change, negative = inhibition, usual class: inhibitors; actives 0.2% (n = 360,000);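 further: potency means the concentration at half of the fitted maximal effect; 0% = vehicle wells and -100% = peptide control; nearly all actives have a fitted effect of over 45% in size; some results filed as inactive show a strong effect at the top dose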
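AMA1 (3D7) with his tag at 25 nM final met compounds first, then biotinylated RON2 peptide at 25 nM; detection used donor plus acceptor beads, 10 µg/mL apiece, read by AlphaScreen after 30 min at room temperature.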
TbPYK inhibitor – qHTS of Trypanosoma Brucei Inhibitors. actives 0.12% (n = 410,000). TbPYK enzyme, Kinase-Glo Plus ATP luminescence, 45 min. Potency, µM (top dose mostly 76.8 µM), without a hit: at the highest dose activity, negative = inhibition, usual class: inhibitors. pyruvate kinase (Trypanosoma brucei), Q57TT1; further: potency means the concentration at half of the fitted maximal effect; nearly all actives have a fitted effect of over 50% in size
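T. brucei PYK with substrate was exposed to pin-transferred compounds across a concentration series, then started with 130 uM ADP (final). After 45 min at room temperature, Kinase-Glo Plus luminescence was read, normalized and curve-fitted.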
LmPK inhibitor – qHTS Assay for Inhibitors of Leishmania Mexicana Pyruvate Kinase (LmPK) | Q27686 | purified LmPK, Kinase-Glo ATP luminescence, 1 h | Potency, µM (top dose mostly 57.5 µM), inactives show at the highest dose activity change, negative = inhibition, most hits filed as inhibitors | actives 0.37% (n = 290,000); further: potency means the concentration at half of the fitted maximal effect
Target sequence (Q27686 whole entry, looked up): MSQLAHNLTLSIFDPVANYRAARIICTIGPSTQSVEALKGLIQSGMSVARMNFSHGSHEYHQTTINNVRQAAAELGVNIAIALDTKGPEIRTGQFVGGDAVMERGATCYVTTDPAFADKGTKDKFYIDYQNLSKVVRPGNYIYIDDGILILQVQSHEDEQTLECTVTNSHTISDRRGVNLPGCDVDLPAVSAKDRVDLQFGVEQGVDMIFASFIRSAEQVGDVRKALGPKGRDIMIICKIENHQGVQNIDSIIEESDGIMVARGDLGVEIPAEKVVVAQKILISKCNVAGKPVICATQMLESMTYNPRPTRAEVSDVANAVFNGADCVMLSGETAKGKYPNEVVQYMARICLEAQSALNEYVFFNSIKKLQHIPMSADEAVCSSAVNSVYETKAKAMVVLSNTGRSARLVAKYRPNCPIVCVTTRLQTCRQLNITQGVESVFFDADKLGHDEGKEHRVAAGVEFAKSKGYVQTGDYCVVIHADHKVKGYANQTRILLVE
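Purified LmPK (0.1 nM) with 0.5 mM PEP and 0.1 mM ADP in imidazole buffer pH 7.2 with MgCl2/KCl, 1 h at room temperature. ATP formed was read by luciferase luminescence and normalized to no-enzyme and uninhibited controls.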
Sm TGR inh – qHTS Assay for the Inhibitors of Schistosoma Mansoni Peroxiredoxins; actives 3% (n = 360,000); Potency, µM (highest dose often 114 µM), inactives show top-dose activity change, negative = inhibition, actives largely listed as inhibitors; Schistosoma mansoni thioredoxin glutathione reductase (TGR), Q962Y6; purified TGR, DTNB reduction, TNB absorbance 405 nm; further: potency means the concentration at half of the fitted maximal effect; nearly all actives have a fitted effect of over 60% in size
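TGR 20 nM + NADPH 100 uM (dispensed conc.), cpd preinc 15 min RT; start with NADPH (500 uM addition) then DTNB (15 mM addition). Kinetic TNB absorbance, 405 nm filter. Four-parameter Hill fit across titration.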
AmpC inh detg – qHTS Inhibitors of AmpC Beta-Lactamase (assay with detergent); P00811; AmpC hydrolysis of nitrocefin, absorbance 480 nm, 0.01% Triton; Potency, µM (doses to about 114 µM), inactives show at the highest dose activity change, negative = inhibition, actives largely listed as inhibitors; actives 0.041% (n = 370,000); AID 485294, 2010;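 further: potency means the concentration at half of the fitted maximal effect; 0% = no-compound wells and -100% = no-enzyme wells; nearly all actives have a fitted effect of over 25% in size; some results filed as inactive show a strong effect at the top dose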
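20 mM phosphate pH 7.0 + 0.01% (detergent screen) or 0.0001% Triton X-100; 5.3 nM AmpC reagent; cpd preinc 15 min RT; nitrocefin (800 uM stock) to start; A480 q20 s × 4 min; Activity was normalised to no-enzyme and no-compound control wells.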
HCMV inh – qHTS Assay for inhibitors of the human cytomegalovirus (HCMV). HFF cells, HCMV-luciferase reporter, 72 h; stronger effect = lower value. activity change, negative = inhibition, % at 57.5 µM. actives 4.5% (n = 410,000). AID 1259415, 2018; in the data active means activity change below about -60%; inconclusive means no clear call, values can overlap the other calls; inactive means above about -39%
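Steps: HFFs plated, 16 h 37C; compounds added; HCMV-luciferase added to MOI 1 PFU/cell; 72 h 37C; OneGlo reagent, 5 min room temperature; luminescence read, normalized to controls.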
An asterisk follows results filed as active; ? = inconclusive; . = no result given; & = joins results of further samples; [ ] = dose if it differs, or a comment. Unless noted, the call rests on the fitted dose curve; in most records, active means well fitted curve in the direction sought with a large enough effect; inconclusive means small, poorly fitted or top-dose-only effect, or another doubt; inactive means no such curve, though single readings can be large; an effect the other way counts as inactive or inconclusive. Unless noted, on the % scale 0 is the no-effect control and ±100 the full control effect.

SMILES	AmpC no deterg	AMA1 RON2 block	TbPYK inhibitor	LmPK inhibitor	Sm TGR inh	AmpC inh detg	HCMV inh
COc1cc(C(=O)Nc2cccc(NC(=O)c3cccs3)c2)cc(OC)c1OC	-50%	-10%	-1%	2%	4%	-10%	33
CCOC(=O)NC1(NC(C)C)Oc2ccccc2O1	-20%	7%	5%	-2%	45µM*	-6%	14
CCOc1ncccc1C(=O)Nc1ccc2nc(C)sc2c1	134%[activator]	-2%	1%	-3%	-1%	-11%	49
O=C(Nc1ccc(Cl)cc1)C(Cl)C(=O)c1ccccc1 (stereo not given)	-57%	2%	?	-1%	?	?	33
O=C(c1cc([N+](=O)[O-])cc([N+](=O)[O-])c1)N(c1ccccn1)c1ccccn1	-10%	55%[activator]	-6%	2%	-17%	-1%	-32
Cc1nc2ccccc2c2c(N)cccc12	.	-10%	-2%	.	.	.	-14
COc1ccc(C2C(C#N)=C(N)N(c3sc4c(c3C#N)CCCC4)C3=C2C(=O)CC(C)(C)C3)cc1 (stereo not given)	-16%	8%	0%	2%	-3%	7%	.
Fc1ccc(Nc2nc3nonc3nc2Nc2cccc(C(F)(F)F)c2)cc1	.	.	-5%	.	4%	21%	-101*
NS(=O)(=O)c1cccc(NC(=O)CN2CCc3ccccc32)c1	-44%	-13%	-6%	-1%	?	2%	39
CCCC(=O)Nc1nnc(SCC(=O)N2CCCCC2)s1	-26%	-3%	-21%	5%	-3%	-4%	-12
COC(=O)c1cc(C(=O)Nc2nc3ccccc3[nH]2)cc([N+](=O)[O-])c1	-47%	53%[activator]	0%	-2%	5%	-8%	73
O=C(COc1ccc(Br)cc1)N/N=C1/SCC(=O)N1Cc1ccco1	11%	-1%	?	1%	.	2%	8
COc1cccc(CNCc2ccc(OC)c3ccccc23)c1OC	22%	?	2%	2%	?	3%	19
O=[N+]([O-])c1ccccc1CN1CC=C(c2ccc(F)cc2)CC1	-18%	-1%	-4%	-2%	-2%	-9%	-3
Cc1ccccc1OCC(=O)Nn1c(COc2ccccc2)nc2ccccc2c1=O	-31%	33%[activator]	0%	2%	1%	0%	-19
O=S1(=O)CC(N2CCCCC2)C1CN1CCCCC1 (stereo not given)	.	14%	-1%	.	.	.	0
COC(=O)c1cc(=O)c2cccc(OC)c2[nH]1	-9%	-3%	-3%	4%	13%	0%	6
COc1ccc(S(=O)(=O)N2CCCC2)cc1C(=O)N1CCCCC1	-4%	-10%	3%	2%	6%	-13%	-9
CC(C)CN1CC(C)C(=O)N(c2ccccc2)C1=S (stereo not given)	.	9%	3%	.	.	.	-18
CN(C(=O)c1cc2nc(-c3ccco3)cc(C(F)(F)F)n2n1)c1ccc(OC(F)(F)Cl)cc1	.	.	-2%	.	-24%	-1%	3
C[C@H](CO)N1C[C@H](C)[C@H](CN(C)C(=O)Nc2cccc3ccccc23)Oc2c(NC(=O)c3ccc(-c4nccs4)cc3)cccc2C1=O	252%[activator]	-13%	5%	.	.	.	73
CC(C)(C)OC(=O)NCCc1nnc(SCc2ccccc2Cl)o1	46%	-4%	-3%	6%	-27%	-10%	14
CCN(CC)CCn1c2c(c(SCC(=O)Nc3ccc4c(c3)OCCO4)nc1=O)CCC2	-55%	-10%	-2%	.	-2%	-3%	-36
Cn1c(SCC(=O)N2CCCC2)nc2ccccc2c1=O	39%[activator]	-1%	-11%	0%	4%	-9%	-7
COCc1cccc(-c2csc(C(C)(O)c3ccc(OC)cc3)n2)c1 (stereo not given)	.	-8%	1%	.	.	.	-10
COC(=O)N/N=C/c1cccs1	-7%	-3%	2%	-7%	0%	5%	-26
Cc1ccc(Cn2ccc(NC(=O)c3cc(CC(C)C)on3)n2)cc1	-2%	27%	-3%	1%	-1%	?	-11
C[C@@H]1CNC(=O)c2c(C(=O)NCC(=O)OC(C)(C)C)ncn21	.	21%	-2%	.	.	.	-14
O=C(Nc1cccc(S(=O)(=O)N2CCOCC2)c1)c1ccccn1	-14%	47%[activator]	1%	2%	12%	9%	6
Cc1nonc1C(=O)N/N=C/c1cccc(O)c1	-10%	6%	-26%	14µM*	11µM*	?	7
Nc1ccc(-c2cnc3ccccc3n2)cc1	.	2%	0%	.	.	.	95
COc1ccc2c3c(cccc13)OC2=O	0%	0%	0%	-4%	7%	-1%	5
CC(=O)c1cn(C(=O)c2ccc(Cl)cc2)c2ccccc12	-12%	3%	-2%	-8%	7%	-2%	-67*
CC(C)C[C@@H](CNCC(=O)[C@H](C)NC(=O)c1[nH]cnc1C(=O)N[C@@H](C)CN)NC(=O)c1nc[nH]c1C(=O)N[C@@H](CC(=O)O)C(=O)O	.	85%[activator]	6%	.	.	.	-24
CC(C)CNC(=O)c1c(N)n(Cc2ccco2)c2nc3ccccc3nc12	95%[activator]	94%[activator]	-4%	5%	32µM*	-2%	16
COc1cc(/C=C/C2=NC(=O)C(C)(C)O2)ccc1O	-34%	-1%	2%	5%	-7%	-11%	.
CC(=O)Nc1ccc(S(=O)(=O)Nc2nc3c(s2)CCCC3)cc1	-29%	0%	-13%	1%	-6%	-6%	-11
CC(=O)Nc1ccc(S(=O)(=O)N(Cc2ccco2)CC2CCCO2)cc1 (stereo not given)	-9%	0%	3%	-4%	25µM*	?	-23
CCOC(=O)c1nn(-c2ccc(F)cc2)c(=O)cc1OCC(=O)Nc1ccc(F)c(F)c1	-24%	1%	2%	.	10%	-13%	5
O=C(Cn1cc(S(=O)(=O)Cc2ccc(F)cc2)c2ccccc21)NCc1ccccc1	.	.	5%[15.4 µM]	.	2%	19%	0

Nothing new here: three of the compounds above.
SMILES	AmpC no deterg	AMA1 RON2 block	TbPYK inhibitor	LmPK inhibitor	Sm TGR inh	AmpC inh detg	HCMV inh
Nc1ccc(-c2cnc3ccccc3n2)cc1	.	2%	0%	.	.	.	95
COc1ccc2c3c(cccc13)OC2=O	0%	0%	0%	-4%	7%	-1%	5
CC(=O)c1cn(C(=O)c2ccc(Cl)cc2)c2ccccc12	-12%	3%	-2%	-8%	7%	-2%	-67*

Later entries
SMILES	AmpC no deterg	AMA1 RON2 block	TbPYK inhibitor	LmPK inhibitor	Sm TGR inh	AmpC inh detg	HCMV inh
COc1cc(/C=N/NC(=O)Cc2csc(C)n2)ccc1OCC(C)C	19%	-2%	-1%	-6%	11%	-11%	?
CCc1ccc(CNC(=O)CCn2nc(C)c3c(C)n(-c4ccccc4)nc3c2=O)cc1	-1%	-6%	2%	-3%	2%&-5%	-6%&-10%	-15&0
CCC1=C2CC[C@H]3C(=O)N(c4ccccc4)C(=O)[C@H]3[C@H]2[C@@]2(C)C(=NCC3CC3)OC(=O)N2C1=O	2%	-4%	-2%	-6%	1%	-1%	27
CCOc1ccc(/C=N/NC(=O)CC(=O)Nc2ccc(Cl)c(Cl)c2)cc1	-24%	18%	0%	0%	7%	0%	-16
CC(CNC(=O)c1ccc2nc(CCc3ccccc3)oc2c1)c1ccccc1 (stereo not given)	.	.	4%	.	-2%	13%	27
COc1ccccc1C(=O)NC(=O)COC(=O)CCOc1ccc(C)cc1	16%	12%	2%	.	0%	?	15
CN(CC(=O)NCCc1ccc(S(N)(=O)=O)cc1)CC(=O)Nc1cccc(F)c1	-11%	10%	-2%	.	-2%	0%	-19
CC1CCN(C(=O)c2ccc3c(c2)N(Cc2ccccc2F)C(=O)c2ccccc2S3(=O)=O)CC1	.	.	-7%	.	4%	9%	-5
COc1ccc(NS(=O)(=O)c2cc(NC(=O)CNC(=O)c3ccc(C)s3)ccc2Cl)cc1	-37%	4%	2%	0%	-6%	?	-12
OCC1(Cc2ccccc2F)CCCN(CC2CCCCC2)C1 (stereo not given)	-12%	0%	-4%	-4%	-4%	-19%	17
Cc1ccc(S(=O)(=O)N/N=C/c2cccc(OC3CSC3)c2)cc1	-46%	1%	-2%	4%	-1%	?	1
Cc1cc(C)c2[nH]c(=O)c(=O)[nH]c2c1	-1%	-4%	7%	0%	-3%	-5%	0
O=C(Nc1nnc(SCc2ccccc2)s1)C1=COCCO1	-5%	4%	4%	.	-2%	0%	25
Cc1cc(C)c(/C=N/NC(N)=O)c(C)c1/C=N/NC(N)=O	-9%	34%[activator]	0%	-2%	-8%	4%	?
CC1=CCCC(C)(C)C1/C=C/C(C)=N/NC(=O)c1ccncc1 (stereo not given)	-13%	93%[activator]	9%	-3%	-3%	-12%	-6
O=C(/C=C/c1ccccc1Cl)N1CCOCC1	0%	-7%	-1%	-10%	-6%	?	97
CCCCn1c(CCNC(=O)CCC)nc2ccccc21	-4%	-6%	-6%	-4%	5%	?	9
O=C(/C=N/NC(=O)c1ccc(Cl)cc1Cl)c1ccccc1	-36%	91%[activator]	3%	0%	30%	4%	0
O=C(O)C(Br)CBr (stereo not given)	-7%	-2%	6%	.	-23%	3%	-25
FC(F)(F)c1cc(C(F)(F)F)c2ccc(Oc3ccccc3)nc2n1	-10%	-8%	-3%	5%	13%	-1%	-11
O=C(COc1ccccc1)Nc1ccc(OC(F)(F)C(F)F)c(NC(=O)COc2ccccc2)c1	-7%	17%	.	4%	-7%	-10%	58
O=C(NCC(c1ccco1)N1CCc2ccccc2C1)c1ccccc1Br (stereo not given)	-11%	6%	6%	.	2%	?	-4
CCOC(=O)C1=CN(Cc2ccco2)S(=O)(=O)NC1c1cccc(OC)c1 (stereo not given)	-34%	1%	-1%	.	.	.	-4
COc1ccc(CN2C(=O)C(CC(C)C)Nc3ncnc(N4CCN(c5ccccc5)CC4)c32)cc1 (stereo not given)	15%	-19%&-15%	6%&-2%	.	?	-4%	5&-6
CC(C)(C)c1ccc(C(=O)NNc2cc(N3CCCCC3)nc(N3CCCCC3)n2)cc1	0.16µM*	16%	4%	-1%	1%	-1%	-25
